SSB-PriA inh – inhibitors of Klebsiella pneumoniae PriA binding to SSB C-terminal tail, primary screen, biochemical, AlphaScreen; inhibition, % at 33 µM; 0.6% of 430,000 active; PriA–SSB C-terminal tail interaction (Klebsiella pneumoniae); AlphaScreen SSBct-PriA binding, biotinylated peptide; in the data active means inhibition mostly above about 37%, no sharp cut-off; inactive means mostly below about 20%;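 further: plate controls were negative control peptide for no effect and reference peptide for full effect; strong numbers were not always called active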
MazEF act – activators of E. coli MazEF toxin-antitoxin RNase, primary screen, biochemical, fluorescence, uHTS; Endoribonuclease toxin MazF (Escherichia coli (strain K12)), P0AE70; FAM/BHQ RNA-DNA oligo cleavage fluorescence, 5 h; activation, % at 20 µM; 0.32% of 350,000 active; AID 504720, 2011; in the data active means activation above about 50%
Target sequence (P0AE70 whole entry, looked up): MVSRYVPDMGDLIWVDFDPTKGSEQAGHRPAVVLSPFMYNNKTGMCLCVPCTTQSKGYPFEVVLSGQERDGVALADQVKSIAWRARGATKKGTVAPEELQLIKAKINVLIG
GDH-TPI inh – GDH-TPI coupling enzyme inhibitors, primary screen, artefact control for M. tuberculosis FBA inhibitor project, biochemical, absorbance, full deck. 1.2% of 360,000 active. inhibition, % at 4.8 µM. AID 588335, 2011. GDH-TPI coupled enzyme counterscreen, NADH absorbance; in the data active means inhibition above about 30%;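 further: 0% = DMSO wells and 100% = wells lacking the enzyme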
FBA Mtb inh – Mtb FBA enzyme inhibitors, primary screen, biochemical, fluorescence, strain H37Rv. AID 588726, 2011. Fructose-bisphosphate aldolase (Mycobacterium tuberculosis (strain ATCC 25618 / H37Rv)), …. purified M. tuberculosis FBA, fluorescence read-out. inhibition, % at 1 µM. 2.3% of 360,000 active; in the data active means inhibition above about 27%;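 further: 0% = vehicle and 100% = reference inhibitor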
Target sequence (P9WQA3 whole entry, looked up): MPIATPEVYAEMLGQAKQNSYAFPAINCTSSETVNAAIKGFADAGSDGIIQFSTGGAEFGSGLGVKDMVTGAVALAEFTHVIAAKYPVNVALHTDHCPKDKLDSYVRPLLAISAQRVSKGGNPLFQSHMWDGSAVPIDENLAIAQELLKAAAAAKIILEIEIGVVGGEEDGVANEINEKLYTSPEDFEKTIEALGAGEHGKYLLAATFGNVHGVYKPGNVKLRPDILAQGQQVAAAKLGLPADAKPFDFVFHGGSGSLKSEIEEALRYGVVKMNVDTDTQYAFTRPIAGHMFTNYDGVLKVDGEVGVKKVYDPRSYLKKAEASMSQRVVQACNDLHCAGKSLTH
Vc quorum ag – inducers of Vibrio cholerae quorum light production without autoinducers, primary screen, BH1578 luxS cqsA deficient, single point; V. cholerae BH1578 lux reporter, luminescence, 6 h; activation, % at 18.7 µM; 0.16% of 350,000 active; AID 588436, 2011; in the data active means activation mostly above about 9.7%, no sharp cut-off; further: not every result past the cut was called active; inactives centre near 0; reference of the scale not given here
BioA inh – M. tuberculosis BioA enzyme inhibitors, primary screen, biochemical, plate reader, single point, HTS; 7,8-diaminopelargonic acid synthase BioA (Mycobacterium tuberculosis); purified M. tuberculosis BioA enzyme; inhibition, % at 9.99 µM; 0.096% of 360,000 active; AID 602481, 2012; in the data active means inhibition above about 40%
DUSP3 inh – VHR1 phosphatase inhibitors, primary screen, biochemical, absorbance, uHTS | recombinant VHR phosphatase, pNPP absorbance | inhibition, % at 13.3 µM | 0.52% of 290,000 active | AID 1654, 2009; in the data active means inhibition above about 50%; further: some compounds called inactive have numbers as strong as hits
Target sequence (P51452 whole entry, looked up): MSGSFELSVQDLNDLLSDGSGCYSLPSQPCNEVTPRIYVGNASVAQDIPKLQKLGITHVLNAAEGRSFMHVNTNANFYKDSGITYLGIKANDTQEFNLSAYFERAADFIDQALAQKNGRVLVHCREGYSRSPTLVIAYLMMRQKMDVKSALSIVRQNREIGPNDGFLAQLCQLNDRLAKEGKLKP
3CLpro inhibitor – SARS-CoV 3CLpro protease inhibitors, primary screen, biochemical, quenched FRET. Replicase polyprotein 1ab (Severe acute respiratory syndrome coronavirus), P0C6X7. recombinant SARS-CoV 3CLpro, quenched FRET peptide cleavage. inhibition, % at 6 µM. 0.14% of 290,000 active. AID 1706, 2009; in the data active means inhibition above about 12%
Mtb UGM inh – M. tuberculosis UGM enzyme inhibitors, primary screen, biochemical, fluorescence polarization, single point; UDP-galactopyranose mutase (Mycobacterium tuberculosis (strain ATCC 25618 / H37Rv)), …; purified UGM, fluorescence polarization probe displacement; inhibition, % at 10 µM; 0.06% of 320,000 active; in the data active means inhibition above about 10%, passing the limit was not always enough
Target sequence (P9WIQ1 whole entry, looked up): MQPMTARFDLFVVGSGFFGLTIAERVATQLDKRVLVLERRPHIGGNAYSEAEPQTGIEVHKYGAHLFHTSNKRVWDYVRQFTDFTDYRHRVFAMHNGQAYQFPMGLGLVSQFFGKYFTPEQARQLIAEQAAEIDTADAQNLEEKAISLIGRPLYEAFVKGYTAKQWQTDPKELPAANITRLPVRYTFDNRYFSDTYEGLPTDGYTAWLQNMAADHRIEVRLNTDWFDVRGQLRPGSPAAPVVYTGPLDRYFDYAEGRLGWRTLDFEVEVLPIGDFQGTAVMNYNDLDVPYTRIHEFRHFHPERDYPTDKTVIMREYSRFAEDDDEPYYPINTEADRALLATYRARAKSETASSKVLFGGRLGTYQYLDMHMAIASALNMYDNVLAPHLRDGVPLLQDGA
Rv3671c protease – Rv3671c serine protease inhibitors, primary screen, biochemical, fluorescence polarization, M. tuberculosis H37Rv; 0.048% of 320,000 active; AID 2606, 2010; P9WHR9; inhibition, % at 5.96 µM; in the data active means inhibition above about 38%;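 further: extracellular domain of Rv3671c used as enzyme; 0% = enzyme with DMSO and 100% = no enzyme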
* = called active by the depositor; i = inactive; x = not tested or not shown; & = joins results of further samples.

#	mol	SSB-PriA inh	MazEF act	GDH-TPI inh	FBA Mtb inh	Vc quorum ag
1	O=C(CS(=O)(=O)c1cn(Cc2ccc(Cl)cc2)c2ccccc12)N1CCCC1	2	7	3	2	-0.6
2	Cc1noc(C)c1S(=O)(=O)Nc1ccc2c(c1)C(=O)N([C@@H](C)CO)C[C@@H](C)[C@@H](CN(C)CC1CCCCC1)OCCCC[C@@H](C)O2	x	5	1	-4	2.1
3	Cc1ccc(S(=O)(=O)CCC(=O)OCC(=O)Nc2cc(S(=O)(=O)N3CCOCC3)ccc2C)cc1	1	0	5	-3	-0.1
4	Cc1ccccc1NS(=O)(=O)c1ccc2c(c1)NC(=O)CCS2	1	11	12	-3	-0.4
5	COc1ccccc1-c1noc(CSc2nc(C)cc(=O)[nH]2)n1	2	10	4	2	-0.2
6	CCOC(=O)N1CCN(C(=O)/C(=C/c2ccc(OC)c(OC)c2)NC(=O)c2ccccc2)CC1	-20	-1	12	1	i
7	O=C(Nc1ccccc1F)Nc1ccccc1OC(F)F	-11	0	4	-1	-0.2
8	COc1ccc(C2(c3ccc(OC)cc3)NC(=O)N(CC(=O)Nc3ccc(OC(F)F)cc3)C2=O)cc1	-4	3	-5	0	-5.0
9	CC1=CCC2C(=O)N(c3ccc(N4CCOCC4)cc3)C(=O)C2C1 (centres undefined)	-1	5	-4	1	-7.1
10	Cc1cc(OCCCC(=O)NCCc2ccccn2)ccc1Cl	-5	60*	7	1	-0.4

#	BioA inh	DUSP3 inh	3CLpro inhibitor	Mtb UGM inh	Rv3671c protease
1	-0.5	0	7	1.2	7
2	1.6&0.7	x	x	x	x
3	x	x	x	0.8	0
4	0.7	12	3	0.5	-2
5	-0.5	-14	2	1.9	-2
6	x	10	-6	0.1	3
7	x	56*	2	0.2	-4
8	-1.6	-9	3	-1.5	-135
9	0.9	-4	2	0.5	3
10	-0.3	7	2	1.3	9

Further structures follow.
#	mol	SSB-PriA inh	MazEF act	GDH-TPI inh	FBA Mtb inh	Vc quorum ag
11	Cc1ccc(/C(O)=C2\C(=O)C(=O)N(C)C2c2ccccc2[N+](=O)[O-])cc1 (centres undefined)	x	5	12	-4	i
12	CCc1nc(-c2ccccc2O)n(-c2ccccc2)n1	-25	1	5	-1	i
13	CCCc1cc(-c2nc(N)ncc2-c2csc(C)n2)c(O)cc1OC	8	-9	11	7	-0.3
14	CC(C)C(=O)Nc1cccc(NC(=O)c2ccc([N+](=O)[O-])cc2Cl)c1	-22	1	-2	-6	1.6
15	CCN(CC)C(=O)CSc1nnc(-c2cnccn2)n1-c1ccccc1	-1	-5	0	0	-0.4
16	CN(c1cccc(NC(=O)Nc2ccc(Cl)cc2)c1)S(C)(=O)=O	-21	-1	5	4	i
17	O=C1CSc2ccc(S(=O)(=O)NCc3ccccc3Cl)cc2N1	3	8	-3	-1	0.7
18	Cc1ccc2c(c1)N(Cc1ccccc1)C(=O)C(C)S2 (centres undefined)	x	x	7	4	-0.5
19	COc1cc(/C=N\Nc2nncn2N)ccc1OC(C)=O	x	2	15	-6	0.7
20	O=C(Nc1ccc(Cl)c(C(F)(F)F)c1)NC1CC2CCCC(C1)N2C1CC1 (centres undefined)	-11	4	5	4	1.3

#	BioA inh	DUSP3 inh	3CLpro inhibitor	Mtb UGM inh	Rv3671c protease
11	-1.7	0	-2	2.1	-4
12	0.9	11	1	-2.4	-2
13	x	23	1	1.5	6
14	0.8	-22	-1	-3.1	-1
15	0.2	32	2	-1.4	0
16	x	9	6	3.3	1
17	1.1	17	7	0.1	-4
18	0.4	x	x	x	x
19	0.1	13	0	3.3	-4
20	-0.4	x	-5	-0.1	-7

(continued)
#	mol	SSB-PriA inh	MazEF act	GDH-TPI inh	FBA Mtb inh	Vc quorum ag
21	O=C(CN1CCN(c2ccccc2)CC1)N1CCc2[nH]c3ccccc3c2C1	17	16	4	1	-10
22	Cc1cc2ccccn2c1C(=O)Nc1ccc(Cl)cc1	5	11	0	4	i
23	COc1ccccc1CN(C)C(=O)CNC(=O)c1cccc(Cl)c1	14	-2	7	0	1.2
24	O=C(CN1C(=O)NC2(CCCC2)C1=O)NNC(=O)c1ccc(Cl)cc1	-14	8	-2	2	i
25	O=C(c1cc2ccccc2c(=O)o1)N1CCc2ccccc2C1	-7	8	8	5	5.3
26	Cc1ccc(S(=O)(=O)NCCN2CCOCC2)cc1	-25	-4	1	1	-4.1
27	O=C(NNC(=O)c1cccs1)c1ccc(Cl)nc1	23	1	7	2	-5.6
28	Cc1ccc(C(=O)O/N=C(\N)c2ccccc2)c(Cl)c1	i	-2	2	1	-1.1
29	COCCCNC(=O)c1ccc2c3c(onc13)-c1ccccc1C2=O	29	i	2	-1	-0.7
30	CCOc1ccccc1/C=N/NC(=O)c1cccc(S(=O)(=O)N(CC)CC)c1	x	8	13	0	-0.2

#	BioA inh	DUSP3 inh	3CLpro inhibitor	Mtb UGM inh	Rv3671c protease
21	-0.2	34	1	2.5	-4
22	x	14	1	-0.8	6
23	0.0	48	1	0.6	x
24	-2.6	x	x	-1.5	2
25	0.9	8	2	-1.2	0
26	8.2	35	4	0.7	1
27	-2.5	x	x	-1.3	3
28	-0.1	25	-1	-0.5	-7
29	-0.9	5	8	0.9	-78
30	-1.0	-1	5	0.9	0

New compounds follow
#	mol	SSB-PriA inh	MazEF act	GDH-TPI inh	FBA Mtb inh	Vc quorum ag
31	CCCOC(=O)C1C2CCC(O2)C1C(=O)O (centres undefined)	5	8	5	5	-0.8
32	CCN(CC)C(=O)Cn1cc(S(=O)(=O)CC(=O)NCCc2ccccc2)c2ccccc21	5	-1	-1	-1	0.8
33	CCOc1ccccc1NC(=O)C1CCN(S(=O)(=O)c2ccc(OC)c(OC)c2)CC1	2	-3	2	1	i
34	CN(C)/C=N/C(=S)Nc1ccc(Br)cc1F	x	-4	6	1	x
35	O=C(NCC1CCCO1)c1ccc2c(c1)C(=O)N(c1cccc([N+](=O)[O-])c1)C2=O (centres undefined)	-7	-5	11	3	0.4
36	CC(=O)Nc1ccc(S(=O)(=O)N(C)c2ccc(OCC(=O)NCCc3ccccc3F)cc2)cc1	-3	-4	7	1	-1.5
37	Cc1cc(C(=O)COc2ccccc2C#N)c(C)n1C1CC1	-3	4	9	-2	-1.7
38	COc1cc(/C=N/N=C(/C(=O)c2ccccc2)c2ccccc2)cc(OC)c1O	x	1	8	-2	-0.3
39	CN1OC[C@@H]2CN[C@H](c3ccc(Br)cc3)C[C@@H]21	x	1	9	2	-0.3
40	CC1(C(=O)NS(=O)(=O)Cc2ccccc2)CCN1C(=O)Cc1cc(F)ccc1F (centres undefined)	x	x	5	-4	1.3

#	BioA inh	DUSP3 inh	3CLpro inhibitor	Mtb UGM inh	Rv3671c protease
31	-2.0	x	x	x	x
32	2.2	26	4	-0.8	-2
33	x	-17	1	-4.0	-3
34	1.5	-18	2	-3.0	6
35	-1.3	36	1	1.9	0
36	-0.9	x	x	x	x
37	-0.7	x	x	-0.6	1
38	-1.0	-1	2	-1.4	10
39	x	x	x	x	x
40	-1.2	x	x	x	x

Going on with the list:
#	mol	SSB-PriA inh	MazEF act	GDH-TPI inh	FBA Mtb inh	Vc quorum ag
41	CC(C)C(=O)NNS(=O)(=O)c1ccccc1[N+](=O)[O-]	5	0	5	4	-0.2
42	Cc1ccc2c(C)c(C(=O)N3CCCCC3CO)oc2c1C (centres undefined)	-8	2	-6	-9	-0.4
43	COc1cc(CC(=O)OCC(=O)Nc2cc([N+](=O)[O-])ccc2F)cc(OC)c1OC	-15	8	-2	-4	i
44	COc1cc(C)nc(Oc2ccc(/C=N/O)cc2)n1	x	-1	2	4	i
45	O=C(NCc1cccnc1)c1nc(-c2ccccc2)n(-c2ccccc2)n1	10	3	8	3	-0.1
46	O=C(O)c1ccc2c(c1)C(=O)N(c1ccc(Cl)cn1)C2=O	-4	5	5	2	-0.2
47	Cc1ccc(SCCC(=O)OC(C)C(=O)Nc2ccccc2)cc1 (centres undefined)	-8	0	7	2	-0.8
48	Cn1ccnc1SCC(=O)NC1CCCC1	-2	-9	1	6	i
49	CCSC1(SCC)N=C(N)C2(C#N)C(c3ccc(OC)c(OC)c3OC)C12C#N (centres undefined)	2	-2	0	0	i
50	COC(=O)c1[nH]c2ccc(F)cc2c1NS(=O)(=O)c1ccc(F)c(C)c1	-2	6	8	6	i

#	BioA inh	DUSP3 inh	3CLpro inhibitor	Mtb UGM inh	Rv3671c protease
41	2.3	-4	-1	0.5	1
42	1.9	-6	8	-0.1	0
43	x	3	2	0.4	3
44	-0.2	12	2	-1.2	-3
45	3.1	16	-11	2.0	-14
46	0.3	15	-3	2.3	6
47	1.5	x	x	3.3	3
48	-1.6	2	2	2.8	8
49	0.9	-12	x	0.3	7
50	x	0	3	-0.4	-9

In a second layout: entries from further up
#26 Cc1ccc(S(=O)(=O)NCCN2CCOCC2)cc1
#13 CCCc1cc(-c2nc(N)ncc2-c2csc(C)n2)c(O)cc1OC
#15 CCN(CC)C(=O)CSc1nnc(-c2cnccn2)n1-c1ccccc1
#21 O=C(CN1CCN(c2ccccc2)CC1)N1CCc2[nH]c3ccccc3c2C1
#41 CC(C)C(=O)NNS(=O)(=O)c1ccccc1[N+](=O)[O-]

| Compound | 26 | 13 | 15 | 21 | 41 |
| --- | --- | --- | --- | --- | --- |
| SSB-PriA inh | -25 | 8 | -1 | 17 | 5 |
| MazEF act | -4 | -9 | -5 | 16 | 0 |
| GDH-TPI inh | 1 | 11 | 0 | 4 | 5 |
| FBA Mtb inh | 1 | 7 | 0 | 1 | 4 |
| Vc quorum ag | -4.1 | -0.3 | -0.4 | -10 | -0.2 |
| BioA inh | 8.2 | x | 0.2 | -0.2 | 2.3 |
| DUSP3 inh | 35 | 23 | 32 | 34 | -4 |
| 3CLpro inhibitor | 4 | 1 | 2 | 1 | -1 |
| Mtb UGM inh | 0.7 | 1.5 | -1.4 | 2.5 | 0.5 |
| Rv3671c protease | 1 | 6 | 0 | -4 | 1 |

Going on with the list.
#	mol	SSB-PriA inh	MazEF act	GDH-TPI inh	FBA Mtb inh	Vc quorum ag
51	COc1ccc(CCNC(=O)C(C)OC(=O)c2nsc(Cl)c2Cl)cc1OC (centres undefined)	-6	5	-2	0	-0.2
52	COc1ccccc1CNC(=O)CCC(=O)N1Cc2cccc(OC)c2Oc2ncccc21	3	5	11	1	1.0
53	CCN(CC)CCN(Cc1cc2ccc(C)cc2[nH]c1=O)C(=S)Nc1ccccc1C(=O)OC	-1	9	9	2	0.8
54	Cc1cccc(N2CCN(C(=O)COc3cc(=O)n(C)c4ccccc34)CC2)c1C	-12	3	2	1	-0.3
55	CCOc1ccccc1C(=O)OCC(=O)Nc1nnc(-c2ccccc2)o1	13	0	1	1	i
56	O=C1CC2(CCCCC2)Oc2ccccc21	2	3	9	0	-4.5
57	N/C(=N\OC(=O)Cc1ccc(-c2ccccc2)cc1)c1ccncc1	x	-12	2	-6	i
58	CS(=O)(=O)c1ccccc1-c1csc(N2CCC(C(N)=O)CC2)n1	19	7	x	x	x

#	BioA inh	DUSP3 inh	3CLpro inhibitor	Mtb UGM inh	Rv3671c protease
51	4.9	36	1	0.8	4
52	1.9	-5	0	-0.3	-4
53	-0.5	4	3	-0.7	-1
54	2.1	26	-1	-0.5	-5
55	-1.3	x	x	x	-1
56	-0.4	x	x	-1.1	8
57	x	11	-2	-2.6	-3
58	x	x	x	-0.2	8

Assay outcomes: PubChem BioAssay, several laboratories

Not all compounds are listed (hit frequency here may not be typical).
